Screening results deposited in PubChem by The Scripps Research Institute Molecular Screening Center.
DAX1 inh-1 = DAX1 (NR0B1) inhibitors, primary screen, cell-based, HEK293, Gal4-DAX1, luciferase luminescence; Nuclear receptor subfamily 0 group B member 1 (Homo sapiens), P51843; 0.99% of 340,000 active; AID 504766, 2011; inhibition, % at 6.75 µM; HEK293 Gal4-DAX1 luciferase reporter;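 active = inhibition above the mean over all tested compounds plus 3 SD, cut at about 4.2% in these data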;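 also: 0% = DAX1-transfected cells with DMSO and 100% = empty-vector control cells with DMSO; inhibition shows as a rise in luminescence from relieved DAX1 repression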
ADAM10 inh = human ADAM10 inhibitors, primary screen, biochemical, QFRET, HTS. 0.62% of 370,000 active. inhibition, % at 7 µM. recombinant ADAM10, EDANS/DABCYL FRET peptide cleavage, 3 h. Disintegrin and metalloproteinase domain-containing protein 10 (Homo sapiens), O14672;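 active = inhibition above a per-campaign cutoff equal to the mean of compounds falling between control-based bounds plus 3 SD, cut at about 20% in these data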;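 also: 0% = DMSO wells while the 100% control is not disclosed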
ADAM17 inh = ADAM17 inhibitors, primary screen, biochemical, QFRET. Disintegrin and metalloproteinase domain-containing protein 17 (Homo sapiens), P78536. recombinant ADAM17, EDANS/DABCYL FRET peptide cleavage. inhibition, % at 6.95 µM. 0.83% of 370,000 active;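 active = inhibition above the mean of compounds lying between control limits plus 3 SD, set per campaign, cut at about 8.5% in these data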;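 also: 0% = DMSO-only wells as the low control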
GAA850 FXN act = FXN promoter activators, primary screen, cell-based, luciferase luminescence, HEK293 lucGAA850 | 0.56% of 360,000 active | HEK293 lucGAA850 FXN promoter luciferase reporter, 24 h; percent of 10 µM SAHA response | AID 540364, 2011 | activation, % at 6 µM;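 active = activation above the average of all compounds screened plus 3 SD, cutoff fixed separately per campaign, cut at about 7.5% in these data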;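 also: 0% = DMSO wells and 100% = 10 µM SAHA wells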
HGIII-sPLA2 inh = human group III sPLA2 inhibitors, primary screen, biochemical, QFRET, BODIPY PC-A2 liposome substrate; Group 3 secretory phospholipase A2 (Homo sapiens), Q9NZ20; QFRET BODIPY PC-A2 liposome hydrolysis, fluorescence; inhibition, % at 12.2 µM; 0.56% of 370,000 active; AID 743126, 2013;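 active = inhibition above mean plus 3 SD of compounds lying within the high and low control bounds, cut at about 19% in these data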;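 also: 0% = median of test compound wells and 100% = no enzyme DMSO wells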
DAX1 inh-2 = DAX1 (NR0B1) inhibitors on StAR promoter, primary screen, cell-based, luminescence, SF-1 (NR5A1), full-length DAX-1 | AID 652010, 2013 | inhibition, % at 6.8 µM | HEK293T StAR-luciferase reporter, SF-1/DAX-1 repression relief | 1.1% of 370,000 active;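 active = inhibition above the mean over all tested compounds plus 3 SD, cut at about 3.6% in these data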;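 also: 0% = DAX-1 cells with DMSO and 100% = cells lacking DAX-1 with DMSO; higher inhibition means more luminescence from relief of DAX-1 repression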
hgDAF-12 ag = H. glycines DAF-12 receptor agonists, primary screen, cell-based, luminescence, HEK293, GAL4 fusion, UAS-luciferase; Nuclear hormone receptor DAF-12 (Heterodera glycines), GAL4 fusion; HEK293 GAL4-hgDAF12 UAS-luciferase reporter, agonist luminescence; normalized to butyrate control; activation, % at 6.8 µM; 1.8% of 370,000 active;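 active = activation above a cutoff set at the mean of all screened compounds plus 3 SD, cut at about 10% in these data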;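 also: 0% = DMSO wells and 100% = sodium butyrate wells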
hcDAF12 agonist = H. contortus DAF-12 nuclear receptor activators, primary screen, cell-based, luminescence, HEK293, lit1-tk-luc reporter | HEK293 hcDAF-12 lit1-tk-luc reporter; 0% DMSO, 100% Δ7-dafachronic acid | activation, % at 6.8 µM | 1.4% of 370,000 active | AID 652067, 2013;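 active = activation above the mean of all tested compounds plus 3 SD, cut at about 5.5% in these data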;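 also: 100% = response to 3 µM Δ7-dafachronic acid high control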
ssDAF12 agonist = S. stercoralis DAF-12 nuclear receptor activators, primary screen, cell-based, luminescence, HEK293, GRIP1 co-expression, lit1-tk-luc; Nuclear hormone receptor DAF-12 (Strongyloides stercoralis); HEK293 ssDAF-12/GRIP1 lit1-tk-luc reporter; % of 3 µM dafachronic acid response; activation, % at 6.8 µM; 1% of 370,000 active; AID 652126, 2013;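 active = activation above the mean over all tested compounds plus 3 SD, cut at about 0.9% in these data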;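 also: 0% = DMSO-only wells and 100% = 3 µM delta7-dafachronic acid wells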
PLC-beta3 inh = human PLC-beta3 inhibitors, primary screen, biochemical, fluorescence; 1-phosphatidylinositol 4,5-bisphosphate phosphodiesterase beta-3 (Homo sapiens), Q01970; Purified PLC-beta3, fluorogenic substrate; inhibition, % at 12.2 µM; 0.18% of 370,000 active; AID 720704, 2013; in the data active = inhibition above about 11%;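 also: 0% = median of compound wells on plate and 100% = full blocker control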
PLC-gamma1 inh = PLC-gamma1 enzyme inhibitors, primary screen, biochemical, fluorescence, purified enzyme | 1-phosphatidylinositol 4,5-bisphosphate phosphodiesterase gamma-1 (Homo sapiens), P19174 | fluorogenic substrate | inhibition, % at 12.2 µM | 0.84% of 370,000 active | AID 720700, 2013; in the data active = inhibition above about 9.5%
Target sequence (P19174 whole entry, looked up): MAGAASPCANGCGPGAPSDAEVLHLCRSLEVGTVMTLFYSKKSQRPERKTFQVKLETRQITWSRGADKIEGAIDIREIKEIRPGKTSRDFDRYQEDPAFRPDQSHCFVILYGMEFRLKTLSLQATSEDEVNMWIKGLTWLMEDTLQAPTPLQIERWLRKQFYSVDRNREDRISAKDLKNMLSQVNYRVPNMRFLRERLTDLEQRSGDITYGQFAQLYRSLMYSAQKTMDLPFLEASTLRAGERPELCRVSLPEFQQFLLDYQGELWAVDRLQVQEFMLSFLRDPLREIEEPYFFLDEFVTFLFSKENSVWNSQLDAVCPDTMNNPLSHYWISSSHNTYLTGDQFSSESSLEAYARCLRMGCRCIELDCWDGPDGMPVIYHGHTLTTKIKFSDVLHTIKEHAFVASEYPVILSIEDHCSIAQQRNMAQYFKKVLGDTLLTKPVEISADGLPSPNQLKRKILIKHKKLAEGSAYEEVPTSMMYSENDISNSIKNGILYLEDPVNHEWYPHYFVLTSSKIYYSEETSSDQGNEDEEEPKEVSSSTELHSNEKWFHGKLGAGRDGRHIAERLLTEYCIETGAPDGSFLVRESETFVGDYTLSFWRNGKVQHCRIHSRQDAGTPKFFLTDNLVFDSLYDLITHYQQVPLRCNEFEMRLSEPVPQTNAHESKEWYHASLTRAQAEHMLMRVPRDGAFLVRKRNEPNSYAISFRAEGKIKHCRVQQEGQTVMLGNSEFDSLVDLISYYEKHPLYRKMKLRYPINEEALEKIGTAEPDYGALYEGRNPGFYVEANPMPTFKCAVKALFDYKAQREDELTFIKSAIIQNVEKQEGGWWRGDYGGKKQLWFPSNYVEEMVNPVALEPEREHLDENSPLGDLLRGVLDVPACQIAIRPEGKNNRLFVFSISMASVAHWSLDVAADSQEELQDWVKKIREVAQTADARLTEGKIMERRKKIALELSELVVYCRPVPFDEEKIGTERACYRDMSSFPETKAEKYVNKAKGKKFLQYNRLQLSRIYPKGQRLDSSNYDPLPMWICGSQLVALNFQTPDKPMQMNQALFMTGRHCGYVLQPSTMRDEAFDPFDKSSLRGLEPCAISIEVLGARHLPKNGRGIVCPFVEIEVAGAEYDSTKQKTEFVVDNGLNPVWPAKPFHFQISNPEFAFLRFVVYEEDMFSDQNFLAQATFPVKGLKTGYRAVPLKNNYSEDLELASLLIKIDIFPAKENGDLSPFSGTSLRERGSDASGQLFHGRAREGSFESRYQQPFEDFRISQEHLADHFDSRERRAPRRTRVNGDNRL
The depositor's hits bear a star; i = inactive; . = not tested or not shown.

SMILES	DAX1 inh-1	ADAM10 inh	ADAM17 inh	GAA850 FXN act	HGIII-sPLA2 inh	DAX1 inh-2	hgDAF-12 ag	hcDAF12 agonist	ssDAF12 agonist	PLC-beta3 inh	PLC-gamma1 inh
O=C(Cn1cc(C(F)(F)F)ccc1=O)N/N=C/c1cccc(Cl)c1Cl	-0.2	-4	-1	0.7	2	0.6	0.6	-0.8	-1.2	3	1
CCCCC(C(=O)NC1CCCC1)N(Cc1ccco1)C(=O)Cn1nnc(-c2ccc(F)cc2)n1 (centres undefined)	-1.2	0	1	-2.8	-10	-0.7	1.0	0.8	-1.4	0	-1
COc1ccc(NC(=O)C(c2ccc(OC)cc2)n2c(=O)c(-c3cc4ccccc4[nH]3)nc3ccccc32)cc1 (centres undefined)	.	-275	-98	.	2	-0.8	-1.3	2.9	0.2	i	i
CC(C)CCN(CC(=O)NC(C)(C)C)C(=O)C(=O)Nc1ccc2c(c1)OCCO2	0.1	-2	-3	-1.1	-2	0.2	0.5	-1.0	-1.7	-1	2
COc1ccc(COC(=O)C2=C(C)NC(=O)NC2c2cccc(OC)c2OC)cc1 (centres undefined)	-1.1	-3	-2	2.5	-3	0.2	0.5	-3.0	-1.6	-2	2
CC(=O)N1CCc2cc(S(=O)(=O)NC(CC(C)C)C(=O)Nc3ccc4c(c3)OCCO4)ccc21 (centres undefined)	0.4	-1	-2	-3.8	-1	-0.5	-3.3	-0.7	-0.8	4	2
CCc1nc(-c2cc3ccc(C)cc3[nH]c2=O)no1	0.2	-400	-88	3.0	-1	-0.3	2.8	-0.1	-1.1	-30	-22
Cc1nc(CN2CCCCC2)c(O)c(=O)[nH]1	0.8	-16	-4	0.7	7	0.1	-1.5	1.7	-0.7	-7	-2
O=C(CN1C(=O)C2CC=CCC2C1=O)Nc1nnc(SCc2c(Cl)cccc2Cl)s1 (centres undefined)	0.1	-6	0	-0.3	-16	-0.2	1.3	0.6	-1.0	-22	-1
CC(=O)c1cn(CCOc2ccc(F)cc2)c2ccccc12	-2.8	0	-2	1.9	-13	-1.4	-3.6	-2.2	-2.3	-13	1
CCCCC1CCC(C(=O)OC(C)C(=O)Nc2ccc(NC(C)=O)cc2)CC1 (centres undefined)	0.3	10	3	0.4	-10	0.9	-3.5	-1.1	-0.8	-2	1
COc1ccc(O)c(C(=O)c2cnn(-c3ccc(Cl)cc3)c2)c1	0.5	4	2	3.0	0	1.1	2.8	-1.7	-1.3	-11	1
CC(C)OP(=O)(OC(C)C)/C(C=O)=N\Nc1ccc([N+](=O)[O-])cc1	-0.3	10	5	-0.6	12	-1.0	-1.6	1.0	-1.6	4	9
CC(=O)N1CCN(C(=O)c2ccc(-n3c(C)ccc3C)cc2)CC1	0.9	-4	-2	1.7	17	0.7	-2.9	-0.7	-0.9	-9	-3
Cc1cc(NC(=O)c2ccc(C)s2)n(-c2nc3ccccc3[nH]2)n1	-0.2	6	1	-0.8	1	-0.2	-3.1	-0.9	-1.1	4	3
O=C(NC1CCCCC1)C(c1ccncc1)n1c(=O)c(-c2ccccc2)nc2ccccc21 (centres undefined)	.	-437	-130	.	4	-0.2	-2.1	0.1	-0.7	-120	-87
CCc1nnc(NC(=O)c2ccc(S(=O)(=O)N3CCCc4ccccc43)cc2)o1	-1.0	7	0	-1.0	0	-1.8	-1.6	0.5	-1.2	1	3
O=C(Nc1ccc(F)cc1F)C1CCCN1S(=O)(=O)c1cccc2nsnc12 (centres undefined)	0.0	-3	-1	2.1	4	0.1	-1.3	-0.5	-0.9	-8	5
C[C@H](O)C#Cc1cnc2c(c1)C(=O)N([C@H](C)CO)C[C@@H](C)[C@@H](CN(C)Cc1ccc(-c3ccccc3)cc1)O2	-0.4	-6	-1	-0.1	-11	0.4	0.7	-2.5	-1.6	-2	-2
CC(C)CN1C(=O)NC(NS(=O)(=O)c2ccc(N)cc2)(C(F)(F)F)C1=O (centres undefined)	0.3	6	4	-0.1	7	-0.3	0.8	-1.0	-1.7	1	0
CCCCN(C)C(=O)CN1C(=O)C2CCCCN2C(=O)c2ccccc21 (centres undefined)	.	-9	4	.	-1	-0.6	-1.4	-2.8	0.3	0	-2
CC(OC(=O)Cc1n[nH]c(=O)c2ccccc12)C(=O)Nc1ccc(Cl)cn1 (centres undefined)	-0.8	-4	-2	2.5	-3	-2.3	2.0	-0.2	0.5	-3	-1
O=C(CCOc1ccccc1)NCc1ccccc1	1.0	0	-6	-0.7	-3	0.1	0.5	0.8	-1.4	2	1
O=C(COn1nnc2ccc(S(=O)(=O)N3CCOCC3)cc21)Nc1c(F)c(F)c(F)c(F)c1F	2.4	3	-1	-1.7	-5	0.0	1.6	-2.0	-0.8	2	1
CCOC(=O)N1CCN(C2CCCN(C(=O)c3ccccc3N(C)C)C2)CC1 (centres undefined)	1.0	-6	-2	2.2	1	-0.3	0.3	0.7	-1.3	-8	-1
COc1ccc(C(=O)N2CCC2(C)C(=O)O)cc1F (centres undefined)	.	-7	-3	-0.3	15	-0.1	-1.8	1.9	-0.9	3	3
OCn1ncn(-c2ccccc2)c1=S	1.5	5	1	1.3	-1	0.5	0.7	0.0	-1.0	3	1
CC(C)(C)C(=O)NCc1ccc(C(=O)CSc2nnc(C3CC3)n2C2CC2)s1	1.0	-18	-2	1.1	-3	0.3	2.5	-2.1	-1.4	-6	2
CCCCn1c(N)c(N(CC(C)C)C(=O)CSCC(=O)Nc2cccc(C)c2)c(=O)[nH]c1=O	-0.5	-7	-2	1.1	-9	-0.6	-0.9	-0.9	-1.2	-5	0
CC(C)OCCCNC(=O)c1cc(-c2cccnc2)nc2ccccc12	-0.3	-8	-10	-2.0	5	-0.5	0.2	0.3	-1.5	-7	-1
CC(=O)Nc1ccc(SCCN2CC[C@@H](O)CCC2=O)cc1	-0.4	6	1	-1.6	8	0.1	-1.6	2.3	-0.7	2	-1
Nc1nnc(CC(=O)N/N=C/c2ccc(-c3ccc(Cl)cc3Cl)o2)s1	0.3	-32	-15	2.5	-6	0.8	-0.9	-0.5	-0.9	-73	-44
COc1ccccc1CCNC(=O)c1csc2c1CCCC2	0.7	0	2	1.8	2	-0.4	4.2	1.2	-0.6	-5	2
Cc1cccc(C)c1NC(=O)C/C(N)=N/O	-0.9	4	-1	-0.5	-1	-0.2	-1.0	-1.8	-1.2	5	5
CC(=O)Nc1cccc(C(=O)/C=C/c2cccs2)c1	0.7	4	-2	2.6	-3	0.3	2.6	-2.4	-1.1	4	0
COc1cc(N)c(Cl)cc1C(=O)OCC(=O)N1CCCC1	0.7	1	4	-0.4	10	-0.4	-1.5	-1.7	-1.0	-7	3
Cc1cccc(C(=O)NNC(=O)CCCCC(=O)NNC(=O)c2cccc(C)c2)c1	0.1	6	0	-3.0	1	-0.1	0.6	1.6	-0.6	-2	5
COc1ccc(/C=C2/C(=O)ON=C2C)cc1Br	-0.1	-4	-2	-1.1	7	-0.4	3.0	0.8	-0.7	-3	3
CC(=O)N1C(C(=O)O)Cc2c([nH]c3ccccc23)C1C (centres undefined)	4.2	-10	-5	0.1	0	0.2	-0.5	0.7	-0.7	-10	-5
CCOC(=O)c1c(N)sc2c1CCC(C)C2 (centres undefined)	-0.2	4	-1	-0.1	-4	-0.5	-0.6	-1.9	-0.2	-9	-5
Cc1cc(/C=N/NC(=O)C(O)(c2ccccc2)c2ccccc2)c(C)n1-c1ccccc1	1.0	-7	-2	1.8	-14	0.8	-0.6	-3.0	-2.1	-12	-9
N#C/C(=C\c1ccc(OCCN2CCOCC2)cc1)C(=O)Nc1ccc(S(N)(=O)=O)cc1	-0.6	-3	-4	0.5	-15	-0.8	5.2	-1.8	-1.5	-21	-9
CCc1nc(SCC(=O)Nc2ccc(Br)cn2)n[nH]1	0.7	-1	-3	1.7	6	1.2	-0.6	-0.1	-1.1	-8	-1
COc1ccc(/C(O)=C2/C(=O)C(=O)N(Cc3cccnc3)C2c2ccco2)cc1OC (centres undefined)	-0.7	-5	1	-0.5	8	0.4	-1.6	-1.9	-0.9	-31	-15
Fc1ccc(CSc2ncnc3sc4c(c23)CCCC4)cc1	1.8	4	-5	2.0	4	0.0	-0.7	-1.3	-0.6	-1	-2

Shown with bars between the fields: 2 of the compounds above
SMILES | DAX1 inh-1 | ADAM10 inh | ADAM17 inh | GAA850 FXN act | HGIII-sPLA2 inh | DAX1 inh-2 | hgDAF-12 ag | hcDAF12 agonist | ssDAF12 agonist | PLC-beta3 inh | PLC-gamma1 inh
Cc1cccc(C)c1NC(=O)C/C(N)=N/O | -0.9 | 4 | -1 | -0.5 | -1 | -0.2 | -1.0 | -1.8 | -1.2 | 5 | 5
COc1ccc(/C(O)=C2/C(=O)C(=O)N(Cc3cccnc3)C2c2ccco2)cc1OC (centres undefined) | -0.7 | -5 | 1 | -0.5 | 8 | 0.4 | -1.6 | -1.9 | -0.9 | -31 | -15

Following part.
SMILES	DAX1 inh-1	ADAM10 inh	ADAM17 inh	GAA850 FXN act	HGIII-sPLA2 inh	DAX1 inh-2	hgDAF-12 ag	hcDAF12 agonist	ssDAF12 agonist	PLC-beta3 inh	PLC-gamma1 inh
Cc1ccc(C2CCN(C(=S)Nc3cccc(Cl)c3)C2)cc1 (centres undefined)	0.3	9	1	0.4	-5	0.0	2.6	-0.5	-1.5	-8	-4
CCCS(=O)(=O)Nc1c(C(=O)O)[nH]c2ccccc12	0.8	-54	-9	-1.0	0	0.4	4.0	3.5	0.5	-12	-11
CC(C)(N[C@@H](Cc1ccccc1)C(=O)NCC(c1ccccc1)c1ccccc1)C(=O)NC1CCCCC1	.	-7	-2	.	-2	.	0.9	0.1	-1.9	0	-1
CCn1c(SCC(=O)Nc2nc(-c3ccccc3)cs2)nc2c1c(=O)n(C)c(=O)n2C	-0.4	-4	-1	2.8	-2	0.1	1.8	-0.1	-1.3	-1	1
